STK33 inh – inhibitors of purified STK33 kinase, primary screen, biochemical, ADP-Glo luminescence, homogeneous, cell-free; MBP phosphorylation; inhibition, % at 10 µM; actives 0.073% (n = 320,000); AID 2661, 2010;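 active = inhibition at or above 25%, using the most active replicate where run in duplicate; inactive = inhibition below 25%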
Target sequence (Q9BYT3 whole entry, looked up): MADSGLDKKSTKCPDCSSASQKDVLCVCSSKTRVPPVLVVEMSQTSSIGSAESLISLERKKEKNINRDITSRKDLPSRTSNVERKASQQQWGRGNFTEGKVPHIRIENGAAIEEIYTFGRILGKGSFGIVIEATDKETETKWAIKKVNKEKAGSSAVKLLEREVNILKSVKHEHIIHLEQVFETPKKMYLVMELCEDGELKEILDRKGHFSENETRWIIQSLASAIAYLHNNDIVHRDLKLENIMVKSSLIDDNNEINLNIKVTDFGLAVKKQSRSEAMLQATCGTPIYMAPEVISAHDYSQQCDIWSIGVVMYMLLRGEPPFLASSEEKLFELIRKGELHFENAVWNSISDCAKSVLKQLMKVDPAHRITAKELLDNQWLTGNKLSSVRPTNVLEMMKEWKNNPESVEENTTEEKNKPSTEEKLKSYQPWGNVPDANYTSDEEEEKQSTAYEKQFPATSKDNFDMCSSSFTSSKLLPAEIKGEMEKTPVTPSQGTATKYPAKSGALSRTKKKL
OX1R antag – antagonists of human orexin 1 receptor (OX1R); Orexin/Hypocretin receptor type 1 (Homo sapiens), O43613; OX1R-expressing cells, FRET antagonist read-out; inhibition, % at 6.6 µM; actives 1.8% (n = 330,000); in the data active = inhibition mostly above about 38%, no sharp cut-off; inactive = mostly below about 40%;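 note: 0% = agonist challenge alone and 100% = reference antagonist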
Target sequence (O43613 whole entry, looked up): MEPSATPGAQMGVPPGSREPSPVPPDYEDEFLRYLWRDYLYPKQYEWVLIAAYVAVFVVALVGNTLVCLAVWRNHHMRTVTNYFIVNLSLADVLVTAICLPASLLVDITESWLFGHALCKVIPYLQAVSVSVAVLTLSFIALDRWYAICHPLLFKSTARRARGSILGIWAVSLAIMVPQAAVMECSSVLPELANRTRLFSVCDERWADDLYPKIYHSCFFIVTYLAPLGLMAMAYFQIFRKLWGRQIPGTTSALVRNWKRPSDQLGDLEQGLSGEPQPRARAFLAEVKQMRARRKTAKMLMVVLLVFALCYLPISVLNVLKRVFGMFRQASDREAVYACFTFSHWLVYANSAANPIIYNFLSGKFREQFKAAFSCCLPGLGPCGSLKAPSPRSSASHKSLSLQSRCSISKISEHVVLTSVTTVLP
* marks the source's active call; other numbers are inactive results.

What do the screens show for `N#Cc1c(NC(=O)COC(=O)C2CC3C=CC2C3)oc(-c2ccccc2)c1-c1ccccc1` (stereo not drawn)?
STK33 inh: 0.3; OX1R antag: 33.1

How did O=C(O)c1cc(S(=O)(=O)N2CCOCC2)ccc1N1CCCCC1 do in these assays?
STK33 inh: 0.1; OX1R antag: 25.9

How did COc1ccc2nc(/C=N/NC(=O)[C@H](CCSC)NC(=O)OC(C)(C)C)ccc2c1 do in these assays?
STK33 inh: 1.2; OX1R antag: 20.9

How did Cc1cc(CN(C)C(=O)CC2C(=O)NCCN2Cc2ccc(-c3ccccc3)cc2)on1 (stereo not drawn) do in these assays?
STK33 inh: 0.0; OX1R antag: 1.0

How did CN(Cc1ccccc1)C(=O)COC(=O)CCC(=O)c1ccc(F)cc1 do in these assays?
STK33 inh: 0.2; OX1R antag: 0.6

How did COc1cccc(C(=O)CSc2nnc(-c3ccco3)n2CC2CCCO2)c1 (stereo not drawn) do in these assays?
STK33 inh: -1.5; OX1R antag: 26.4

How did COc1cc(C2C(C(=O)Nc3ccccc3OC)=C(C)Nc3ncnn32)ccc1O (stereo not drawn) do in these assays?
STK33 inh: -0.5; OX1R antag: 6.0

Results for O=C1COc2ccc(C(=O)COC(=O)c3cc(S(=O)(=O)NCc4ccccc4)ccc3O)cc2N1 ?
STK33 inh: 0.0; OX1R antag: 11.3

What do the screens show for `CCn1c(/C=C2/C(=O)N(C)c3ccccc32)nc2ccccc2c1=O`?
STK33 inh: 1.6; OX1R antag: 85.9*

Results for CCNC(=O)NC(=O)C(C)Oc1ccc(C(=O)OC)cc1 (stereo not drawn) ?
STK33 inh: -0.7; OX1R antag: -0.3

How did O=C(Nc1cccc(C(=O)O)c1)/C(=C\c1ccccc1)NC(=O)c1ccccc1 do in these assays?
STK33 inh: -1.4; OX1R antag: 23.5

Results for Cc1csc(NC(=O)C2CCCO2)n1 (stereo not drawn) ?
STK33 inh: -0.6; OX1R antag: 6.9

Results for Cc1cc(C)c(NC(=O)CO/N=C2\CCCc3nonc32)c(C)c1 ?
STK33 inh: -0.6; OX1R antag: 7.9

What do the screens show for `COCCCn1c(=O)/c(=C\c2cccc(OC)c2OC)s/c1=C(/C#N)C(=O)Nc1ccc(C(=O)O)cc1`?
STK33 inh: 0.6; OX1R antag: 19.2

Results for O=C(Nc1cccc([N+](=O)[O-])c1)c1ccc2nc(N3C(=O)CCC3=O)sc2c1 ?
STK33 inh: 0.1; OX1R antag: 10.7

Results for Cc1ccc(NC(=O)Cc2nnc(SCC(=O)NC3CCCC3)n2C)cc1C ?
STK33 inh: -1.8; OX1R antag: 17.8

What do the screens show for `Cc1ccc(-c2nc(CS(=O)(=O)CC(=O)NCc3ccc4c(c3)OCO4)c(C)o2)cc1`?
STK33 inh: -0.4; OX1R antag: 5.5

How did Cc1ccc(OCC(=O)Nc2nnc(S(=O)(=O)N3CCCCCC3)s2)cc1 do in these assays?
STK33 inh: -0.4; OX1R antag: 12.3

How did O=C(O)c1cc(S(=O)(=O)Nc2ccc3oc(=O)sc3c2)ccc1O do in these assays?
STK33 inh: -0.3; OX1R antag: 13.4

Results for Cc1ccc(C)c(NC(=O)c2ccc3nccnc3c2)c1 ?
STK33 inh: 1.0; OX1R antag: 29.5

How did COC(=O)n1c(SC)nc2ccccc21 do in these assays?
STK33 inh: -0.9; OX1R antag: -33.3

How did CCOC(=O)C1CCN(C(=O)Cn2cc(C(=O)c3ccco3)c3ccccc32)CC1 do in these assays?
STK33 inh: -1.9; OX1R antag: 14.3

How did CC(=O)Nc1ccc(OC(=O)CC2SC(=O)NC2=O)cc1 (stereo not drawn) do in these assays?
STK33 inh: 0.1; OX1R antag: 7.9

Results for O=C(Nc1cc(=O)[nH]c2ncnn12)c1ccccc1Cl ?
STK33 inh: -1.3; OX1R antag: 14.7

How did Cn1c(Cn2c(=O)sc3ccccc32)nnc1SCC(=O)Nc1ccc(Cl)cc1 do in these assays?
STK33 inh: 0.5; OX1R antag: 17.8

How did CCOC(=O)CN(Cc1sccc1C)C(=O)Nc1ccc(OC)cc1OC do in these assays?
STK33 inh: -1.2; OX1R antag: 6.8

How did O=C(CC1CCCCC1)N1CCC(c2nc(-c3ccc(S(=O)(=O)N4CCCC4)cc3)no2)CC1 do in these assays?
STK33 inh: -0.5; OX1R antag: 1.9

Results for COc1ccccc1OCCNC(=O)c1ccc2c(c1)OCCO2 ?
STK33 inh: -2.6; OX1R antag: 12.7

How did Cc1nc(Nc2ccc3c(c2)OCCO3)c2c(C)c(C)sc2n1 do in these assays?
STK33 inh: 0.5; OX1R antag: 30.2

How did Cc1ccccc1-n1c(Cn2c(=O)sc3ccccc32)nnc1SCC(=O)N1CCCC1 do in these assays?
STK33 inh: 1.5; OX1R antag: 20.8

What do the screens show for `Cc1c(Cc2ccccc2)c(=O)oc2c(C)c(OCC(=O)NCC3CCC(C(=O)O)CC3)ccc12` (stereo not drawn)?
STK33 inh: -1.1; OX1R antag: 12.4

What do the screens show for `Cc1ccc(-c2cc(C(F)F)nc(NCc3cccnc3)n2)cc1`?
STK33 inh: -0.5; OX1R antag: 7.3

Results for COc1ccc(CN2C(=O)c3ccccc3C2C(=O)NCCc2ccccc2)c(OC)c1 (stereo not drawn) ?
STK33 inh: 0.2; OX1R antag: 13.5

How did COC(=O)CSc1nc(COc2ccccc2)nc2ccccc12 do in these assays?
STK33 inh: -1.2; OX1R antag: 16.8

How did CCOc1ccc(C(=O)NC2=NCCS2)cc1 do in these assays?
STK33 inh: -1.1; OX1R antag: 5.5

What do the screens show for `COc1ccc(OC)c(CN2CCN(Cc3cccc4ccccc34)CC2)c1`?
STK33 inh: 0.2; OX1R antag: 11.6

How did CCC(CC)NC(=O)Nc1ccc(F)cc1F do in these assays?
STK33 inh: -2.1; OX1R antag: 3.4

Results for Cc1ccc(S(=O)(=O)N2CCN(C(=O)CCc3c[nH]c4ccccc34)CC2)cc1 ?
STK33 inh: -0.9; OX1R antag: 6.6

How did CCCCN(C(=O)c1cccc(S(=O)(=O)N2CCCC2)c1)c1c(N)n(CCC)c(=O)[nH]c1=O do in these assays?
STK33 inh: -0.7; OX1R antag: 3.8

What do the screens show for `CN(C)S(=O)(=O)c1cccc(C(=O)c2nccn2C)c1`?
STK33 inh: -1.5; OX1R antag: 12.3

What do the screens show for `Cn1c(SCC(=O)N2CCCC2)nnc1-c1cccs1`?
STK33 inh: 0.0; OX1R antag: 9.4

How did COc1cc(NC(=O)CCN2C(=O)NC3(CCCC3)C2=O)c(OC)cc1Cl do in these assays?
STK33 inh: -2.1; OX1R antag: -1.1

What do the screens show for `CCO[C@H]1OC(C(=O)NCc2nc3ccccc3[nH]2)=C[C@@H](c2cn(C(C)=O)c3ccccc23)[C@@H]1CCCO`?
STK33 inh: -0.7; OX1R antag: 16.0

What do the screens show for `CC(C)c1onc(C(=O)N2CCN(Cc3ccccc3)CC2)c1[N+](=O)[O-]`?
STK33 inh: -1.2; OX1R antag: 7.5

Results for COc1cc2c(c(OC)c1OC)CCc1cnoc1-2 ?
STK33 inh: -0.7; OX1R antag: 8.2

What do the screens show for `CCOCCCNC(=O)C(NC(=O)Cc1cccs1)c1ccc(OC)cc1` (stereo not drawn)?
STK33 inh: -1.8; OX1R antag: 16.4

How did O=C(CSc1ccc(F)cc1)Nc1ccccc1Br do in these assays?
STK33 inh: -2.3; OX1R antag: 3.4

What do the screens show for `Cc1ccc(NC(=O)N2CCN(c3ncccc3C(F)(F)F)CC2)cc1`?
STK33 inh: -0.2; OX1R antag: -1.4

What do the screens show for `Cc1ccccc1NC(=O)Cc1nnc(SCC(=O)NC2CCCC2)n1C`?
STK33 inh: -0.6; OX1R antag: 5.3

Results for O=C(c1cccs1)N1CCC(c2nc(-c3ccc(S(=O)(=O)N4CCOCC4)cc3)no2)CC1 ?
STK33 inh: 0.1; OX1R antag: -2.4

How did CCc1ccc(NC(=O)[C@H](NC(=O)[C@@H]2Cc3ccccc3CN2)c2ccccc2)cc1 do in these assays?
STK33 inh: -0.7; OX1R antag: 1.9

Results for Cc1sc(NC(=O)CSc2nnnn2C(C)C)c(C#N)c1C ?
STK33 inh: -3.9; OX1R antag: 17.3

How did COc1cccc(/C=N/NC(=O)C(=O)N2CCCCCC2)c1O do in these assays?
STK33 inh: -0.4; OX1R antag: 3.5

Results for O=C(CNC(=O)c1ccc(Br)cc1)OCc1cc([N+](=O)[O-])cc2c1OCOC2 ?
STK33 inh: -0.2; OX1R antag: 20.3

What do the screens show for `Cc1cc(NC(=O)CSc2nnnn2-c2cc(Cl)ccc2C)no1`?
STK33 inh: -0.6; OX1R antag: 51.6

What do the screens show for `O=C(NCCC1=CCCCC1)C1CCN(S(=O)(=O)c2cccc3nonc23)CC1`?
STK33 inh: -2.2; OX1R antag: 25.0

What do the screens show for `O=C(COC(=O)c1ccccc1F)NC1CC1`?
STK33 inh: -0.2; OX1R antag: -0.8

How did COc1ccc(NS(=O)(=O)c2ccc3c(c2)oc(=O)n3C)c(OC)c1 do in these assays?
STK33 inh: 1.0; OX1R antag: 31.2

How did CCOc1ccc(S(=O)(=O)n2cc(-c3ccc(F)cc3)c(N)n2)cc1 do in these assays?
STK33 inh: -0.8; OX1R antag: 24.4

Results for NS(=O)(=O)c1ccc(CCNC(=O)COC(=O)CCN2C(=O)C3CC=CCC3C2=O)cc1 (stereo not drawn) ?
OX1R antag: 5.7

What do the screens show for `COc1ccc(C(=O)OCC(=O)Nc2ccc(Cl)c(C(F)(F)F)c2)c(OC)c1OC`?
STK33 inh: -0.4; OX1R antag: 17.6

Results for Cc1cc(O)ccc1Nc1nc(-c2cccnc2)cs1 ?
STK33 inh: -3.9

What do the screens show for `CC(=O)Nc1nc(COc2ccccc2)cs1`?
STK33 inh: 1.7; OX1R antag: 7.5

What do the screens show for `CCOc1ccc(-c2nn(-c3ccccc3)cc2/C=C2\SC(N)=NC2=O)cc1C`?
STK33 inh: 0.7; OX1R antag: 21.7

How did O=[N+]([O-])/C=C/c1c(OCc2ccccc2)ccc2ccccc12 do in these assays?
STK33 inh: 0.6; OX1R antag: 32.9

What do the screens show for `CSc1ccc(/C=N/Nc2nc(C)cc(C)n2)cc1`?
STK33 inh: -1.5; OX1R antag: 8.8

Results for C[C@H](NC(=O)Nc1ccc2c(c1)OCCO2)C(=O)O ?
STK33 inh: 0.1; OX1R antag: 2.6

Results for CCCn1c(SCc2nc3ccccc3s2)n[nH]c1=O ?
STK33 inh: 0.4; OX1R antag: 3.9

Results for Cc1nc2ccccc2c(=O)n1CCCN1CCOCC1 ?
STK33 inh: -0.9; OX1R antag: 3.9

What do the screens show for `O=C(Nc1cccc(-c2cn3c(n2)SCC3)c1)c1ccc2ccccc2n1`?
STK33 inh: 0.9; OX1R antag: 49.8

What do the screens show for `O=C(CSc1nnc(-c2cccs2)n1C1CC1)NC1CCS(=O)(=O)C1` (stereo not drawn)?
STK33 inh: -0.7; OX1R antag: 0.9

Results for CNC(=O)C1CCN(S(=O)(=O)c2c(C)noc2/C=C/c2ccccc2F)CC1 ?
STK33 inh: 1.2; OX1R antag: 3.7

A draw from above in order of SMILES length, highest first.
What do the screens show for `COc1ccc(C(=O)OCC(=O)Nc2ccc(Cl)c(C(F)(F)F)c2)c(OC)c1OC`?
STK33 inh: -0.4; OX1R antag: 17.6

Results for CNC(=O)C1CCN(S(=O)(=O)c2c(C)noc2/C=C/c2ccccc2F)CC1 ?
STK33 inh: 1.2; OX1R antag: 3.7

What do the screens show for `O=C(Nc1cccc(-c2cn3c(n2)SCC3)c1)c1ccc2ccccc2n1`?
STK33 inh: 0.9; OX1R antag: 49.8

Results for CCCn1c(SCc2nc3ccccc3s2)n[nH]c1=O ?
STK33 inh: 0.4; OX1R antag: 3.9

Results for Cc1cc(O)ccc1Nc1nc(-c2cccnc2)cs1 ?
STK33 inh: -3.9

Results for Cc1nc2ccccc2c(=O)n1CCCN1CCOCC1 ?
STK33 inh: -0.9; OX1R antag: 3.9

Other structures.
Results for O=C(NC1CC1)C1=C[C@@H](c2ccccc2)C[C@@H](OCCCCO)O1 ?
STK33 inh: -0.5; OX1R antag: 18.5

What do the screens show for `CN(c1ccccc1)S(=O)(=O)c1cccc(NC(=O)Cc2c(F)cccc2Cl)c1`?
STK33 inh: 6.0; OX1R antag: 26.3

Results for C/C(=N\NC(=O)CC1N=C(Cc2ccccc2)NNC1=O)c1ccncc1 (stereo not drawn) ?
STK33 inh: -0.4; OX1R antag: 12.8

Results for Cc1ccnc(NC(=O)c2cccc(S(=O)(=O)N3CCN(c4ccc(F)cc4)CC3)c2)c1 ?
OX1R antag: 21.6

What do the screens show for `COc1ccc(NC(=O)COC(=O)[C@@H]2CCCN2S(=O)(=O)c2ccccc2F)c(OC)c1`?
STK33 inh: -3.0; OX1R antag: 8.4

How did O=c1[nH]c(=O)n(Cc2ccccc2)c2nc(-c3cccs3)n(CCO)c12 do in these assays?
STK33 inh: 1.3; OX1R antag: 6.4

Results for CS(=O)(=O)c1ccc(Cl)c(NC(=O)CCN2C(=O)NC3(CCCC3)C2=O)c1 ?
STK33 inh: -0.2; OX1R antag: 6.1

How did Cc1ccc(-n2c(=O)[nH]cc(C(=O)N3CCc4ccccc43)c2=O)cc1C do in these assays?
STK33 inh: -2.1; OX1R antag: -3.0

What do the screens show for `Cc1ccccc1N(CC(=O)NCc1ccco1)C(=O)CCC(=O)Nc1nccs1`?
STK33 inh: 0.4; OX1R antag: 13.2

Results for CC(C)(C)c1ccc(C(=O)NCCOc2ccccc2F)cc1 ?
STK33 inh: -0.2; OX1R antag: 13.7

Results for O=C(Cc1ccccc1)Nc1c[nH]c(=O)[nH]c1=O ?
STK33 inh: -1.0; OX1R antag: 5.3

What do the screens show for `CCN(c1ccccc1)S(=O)(=O)c1cc(NC(=O)COC(=O)C2CC2)ccc1Cl`?
STK33 inh: -0.9; OX1R antag: 19.2

What do the screens show for `Cc1nnc(SCCC(C)C)[nH]c1=O`?
STK33 inh: -1.5; OX1R antag: 5.8

High-throughput results as filed in PubChem.

Random draw from the library; overall some 1.8% were active at least once.
